From PubChem
ERp5 inh: ERp5 (human) disulfide isomerase inhibition. Q15084. ERp5 insulin aggregation, absorbance 650 nm, 90 min. inhibition, % at 9.99 µM. 350,000 tested, 0.05% active;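 active = mean replicate inhibition above about 25%, with every replicate also reaching it, limit read from the data, passing the limit was not always enough; inconclusive = only one of those two criteria met; inactive = neither criterion met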
PglD DTNB: inhibitors of Campylobacter jejuni PglD acetyltransferase; purified PglD enzyme, DTNB colorimetric CoA detection; inhibition, % at 12.5 µM; 360,000 tested, 0.098% active; in the data active = inhibition above about 16%, passing the limit was not always enough; inconclusive = no clear call, values can overlap the other calls; note: strong numbers were not always called active
S100A4 inh HTS: inhibitors of human S100A4 binding to myosin IIA peptide; 360,000 tested, 0.14% active; inhibition, % at 10.7 µM; S100A4/TAMRA-MyoIIA peptide fluorescence polarization; P26447;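 active = mean inhibition of at least 70% across replicates, with every replicate also reaching that level; inconclusive = mean inhibition reaches 70% but some replicates fall short; inactive = mean inhibition below 70%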
Target sequence (P26447 whole entry, looked up): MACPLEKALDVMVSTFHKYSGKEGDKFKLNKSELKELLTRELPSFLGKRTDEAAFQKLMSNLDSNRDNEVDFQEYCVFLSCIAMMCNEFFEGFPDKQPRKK
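Test system: S100A4 monomer protein. Medium: HEPES buffer with Ca2+, pH 7.2. Reagent: fluorescent myosin IIA peptide, 5 nM. Compound dosing: single-point compound testing. Timing: 5 min between mix addition and reading. Benchmarks: DMSO neutral and TFP positive wells.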
DENV2 CPE rescue: inhibitors of DENV2 cytopathic effect; DENV2-infected cells, cytopathic effect rescue, plate reader; CPE inhibition, % at 9.99 µM; 350,000 tested, 1.7% active; AID 651640; in the data active = CPE inhibition above about 20%, passing the limit was not always enough; inconclusive = no clear call, values can overlap the other calls; tested in BHK-21 cells;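 note: 0% = median of neutral control wells and 100% = median of positive control wells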
Statin myotox sup: suppressors of simvastatin-induced myotoxicity in C2C12 myotubes; ATP luminescence, 48 h; scaled: DMSO 0, geranylgeraniol control 100; rescue of ATP level, % at 7.49 µM; 330,000 tested, 0.78% active; AID 602340;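 active = mean ATP rescue above about 67%, or every replicate alone reaching that limit, limit read from the data, passing the limit was not always enough; inconclusive = no clear call, values can overlap the other calls; inactive = mean under the limit and some replicate under it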;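 note: myotubes were challenged with 10 µM simvastatin during compound exposure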
E-sel inducer: induces E-selectin expression in human endothelial cells | HUVEC E-selectin immunofluorescence imaging; normalized: neutral wells 0, TNF-alpha wells 100 | 260,000 tested, 0.37% active | activation, % at 7.58 µM | AID 686992;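 active = mean E-selectin-positive cell signal at least 10% of the positive control, reached in at least 60% of replicates, without over 20% cell loss; inconclusive = no rule given, readout overlaps actives, possibly toxicity-flagged; inactive = the rest, including those meeting only one limit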;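 note: in these data hits start at about 27%; measured in HUVEC primary endothelial cells; signal is the percent of cells scored E-selectin positive by PE staining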
Target sequence (P16581 whole entry, looked up): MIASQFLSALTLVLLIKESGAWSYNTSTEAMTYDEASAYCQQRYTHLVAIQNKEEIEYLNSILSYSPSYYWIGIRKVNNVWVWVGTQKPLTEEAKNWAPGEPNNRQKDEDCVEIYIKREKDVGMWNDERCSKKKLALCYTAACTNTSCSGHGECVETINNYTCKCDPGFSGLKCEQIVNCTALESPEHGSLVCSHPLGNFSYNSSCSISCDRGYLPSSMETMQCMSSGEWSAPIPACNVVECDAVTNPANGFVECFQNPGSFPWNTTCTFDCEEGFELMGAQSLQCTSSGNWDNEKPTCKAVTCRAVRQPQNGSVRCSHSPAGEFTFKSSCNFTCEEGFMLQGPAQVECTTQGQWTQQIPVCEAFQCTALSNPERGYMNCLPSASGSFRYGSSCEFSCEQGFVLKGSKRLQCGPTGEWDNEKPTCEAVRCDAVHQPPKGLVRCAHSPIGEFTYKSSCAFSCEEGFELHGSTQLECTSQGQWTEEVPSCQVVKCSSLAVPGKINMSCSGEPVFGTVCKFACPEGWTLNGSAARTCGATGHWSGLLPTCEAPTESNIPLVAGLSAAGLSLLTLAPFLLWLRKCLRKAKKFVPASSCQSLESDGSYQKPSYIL
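Read-out: % PE-positive cells | Test system: HUVEC | Doses: One compound dose added by pin transfer | Buffer or medium: EGM-2 over gelatin coat | Signal: Immunofluorescence imaging | Benchmarks: TNF-alpha, DMSO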
SIRT5 inh: sirtuin-5 (human) deacylase inhibition. Q9NXA8. inhibition, % at 15 µM. Purified SirT5, succinyl-peptide AMC, trypsin-coupled fluorescence. AID 652115. 330,000 tested, 1.1% active; in the data active = inhibition above about 15%; inconclusive = no clear call, values can overlap the other calls
Target sequence (Q9NXA8 whole entry, looked up): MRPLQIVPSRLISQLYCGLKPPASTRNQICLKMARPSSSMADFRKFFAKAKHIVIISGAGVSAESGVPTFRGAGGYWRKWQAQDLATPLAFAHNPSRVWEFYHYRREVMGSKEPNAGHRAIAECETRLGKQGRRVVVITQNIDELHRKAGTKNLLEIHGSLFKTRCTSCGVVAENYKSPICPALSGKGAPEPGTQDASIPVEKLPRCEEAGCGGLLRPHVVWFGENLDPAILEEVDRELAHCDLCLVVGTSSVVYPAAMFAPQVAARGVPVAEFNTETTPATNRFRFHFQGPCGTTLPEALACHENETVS
Starred values were filed as active, the others as inactive; ? = inconclusive; / = not tested or not shown. A portion of the library (hit frequency here may not be typical).

Values in the order: ERp5 inh	PglD DTNB	S100A4 inh HTS	DENV2 CPE rescue	Statin myotox sup	E-sel inducer	SIRT5 inh
1. CCCC#Cc1ccc2c(c1)O[C@H](CN(C)Cc1cncnc1)[C@H](C)CN([C@H](C)CO)S2(=O)=O
    10	2	-5	9	-15	-0.4	-3
2. COCCn1c(SCC(=O)Nc2cc(C)on2)nnc1-c1c[nH]c2ccccc12
    0	4	-10	0	0	-0.1	-2
3. COC(=O)C[N+](C)(C)CC#Cc1ccccc1
    -9	/	-2	2	/	/	/
4. c1ccc(CN2CCN(C(c3ccccc3)c3ccccc3)CC2)cc1
    -1	-5	-1	-1	2	1.0	-3
5. O=C(C[C@@H]1C=C[C@@H](NC(=O)Cc2ccccn2)[C@@H](CO)O1)NCCCN1CCOCC1
    -3	-4	-1	-8	-3	-0.3	2
6. Cc1ccc(C(=O)NCc2cccc(C(F)(F)F)c2)cc1S(=O)(=O)N1CCCCC1
    -8	-7	-2	-1	22	-2.3	0
7. O=C1N[C@@H](Cc2ccccc2)C(=O)N2[C@@H]1C[C@@H](C(=O)NCc1ccc(F)cc1)[C@H]2c1ccc(O)cc1
    3	-2	7	19	/	/	4
8. NC(=S)NN=Cc1nccc2c(C(F)(F)C(F)(F)C(F)(F)F)cccc12
    -3	3	1	0	-14	-1.2	-5
9. Cc1noc(C)c1NC(=O)Nc1ccc2c(c1)C(=O)N([C@@H](C)CO)C[C@H](C)[C@H](CN(C)Cc1ccc(C(=O)O)cc1)OCCCC[C@H](C)O2
    /	0	/	0	60	0.3	/
10. Cc1c(Cl)cnc(NC(=O)COC(=O)c2cccc(S(=O)(=O)N3c4ccccc4CC3C)c2)c1Cl (centres undefined)
    1	/	-22	5	/	-0.9	6
11. CC1CCCC(C)N1C(=C(Cl)Cl)C(=C1SCCS1)[N+](=O)[O-] (centres undefined)
    1	/	2	3	/	/	2
12. COc1ccc(CCNc2cc(C)nc(N)n2)cc1OC
    1	-8	3	-1	0	-0.1	-4
13. COCCn1c(SCC(=O)NC2CCCCC2)nc2c(c1=O)SCC2
    -4	-6	4	-6	-5	-1.0	-1
14. C/C(=N\Nc1cc(C)nc(-c2ccccc2)n1)c1cccc([N+](=O)[O-])c1
    3	/	0	0	/	-0.6	-4
15. CCOc1ccccc1-n1c(=S)sc2c(=O)n(-c3ccccc3)c(=S)[nH]c21
    5	/	-8	-4	/	4.5	-1

Retrieved one by one from the list above, 3 records:
Values in the order: ERp5 inh	PglD DTNB	S100A4 inh HTS	DENV2 CPE rescue	Statin myotox sup	E-sel inducer	SIRT5 inh
13. COCCn1c(SCC(=O)NC2CCCCC2)nc2c(c1=O)SCC2
    -4	-6	4	-6	-5	-1.0	-1
6. Cc1ccc(C(=O)NCc2cccc(C(F)(F)F)c2)cc1S(=O)(=O)N1CCCCC1
    -8	-7	-2	-1	22	-2.3	0
12. COc1ccc(CCNc2cc(C)nc(N)n2)cc1OC
    1	-8	3	-1	0	-0.1	-4

Further results:
Values in the order: ERp5 inh	PglD DTNB	S100A4 inh HTS	DENV2 CPE rescue	Statin myotox sup	E-sel inducer	SIRT5 inh
16. CN(C(=O)c1ccc(NC(=O)Cc2cccc(NC(=O)C3CCCN(S(=O)(=O)c4cccc([N+](=O)[O-])c4)C3)c2)cc1)C1CC1 (centres undefined)
    3	-1	-3	-1	10	-0.8	10
17. O=C(C1CCN(c2nnc(N3CCCC3=O)s2)CC1)N1CCN(c2cccc(C(F)(F)F)c2)CC1
    -18	1	-1	-2	2	0.8	3
18. Cc1cccc(-c2ccc([C@H]3[C@@H](CO)N4CCCCN(C(=O)c5ccc6c(c5)OCO6)C[C@@H]34)cc2)c1
    -2	-5	-7	-19	69*	-0.7	1
19. OC1CCCN(Cc2cn(Cc3ccccc3)nc2-c2cc3ccccc3o2)C1 (centres undefined)
    -12	/	3	/	/	/	-6
20. C[C@@H]1CCCCO[C@@H](CN(C)C(=O)c2ccncc2)[C@H](C)CN([C@@H](C)CO)C(=O)c2cc(NS(C)(=O)=O)ccc2O1
    -6	0	-6	-3	/	0.0	5
21. C[C@H]1CN([C@@H](C)CO)C(=O)c2cc(NC(=O)CCC(F)(F)F)ccc2O[C@@H]1CN(C)Cc1ccc(C(F)(F)F)cc1
    -1	6	-5	4	-17	38*	13
22. O=C(NCC[C@H]1CC[C@@H](NS(=O)(=O)c2ccc(Cl)cc2)[C@H](CO)O1)c1ccc2c(c1)OCO2
    6	2	-55	18	6	-1.6	0
23. Cc1ccccc1NC(=O)c1cccc(S(C)(=O)=O)c1
    2	/	?	0	/	/	-8
24. CCC(C)(C)c1ccc(OCCCC[n+]2cccc(C)c2)c(C(C)(C)CC)c1
    -2	/	5	-10	/	/	-1
25. COC(=O)C1=CN(c2ccc(OC)cc2OC)C(N)=C(C#N)C1c1ccccc1F (centres undefined)
    -5	/	-6	7	/	0.3	0
26. Cc1ccc(C)c(NC(=O)CN(C)C(=O)CC2OC(=O)c3ccccc32)c1 (centres undefined)
    3	2	7	-6	2	-0.2	/
27. O=C(OC[C@@H]1[C@H]2c3ccccc3OC1(CO)N=C1SCc3ccccc3CN12)c1ccccc1
    -8	5	13	-4	/	/	-2
28. O=C(c1cc(F)ccc1F)C1CCCN(C(=O)c2ccco2)C1 (centres undefined)
    -1	1	1	1	-4	/	-1
29. CCN(CC)C(=O)Cn1cc(C(=O)C(=O)NCCc2ccccc2)c2ccccc21
    4	0	1	-3	-6	/	1
30. CCC(=O)N1CC2(C1)[C@@H](c1ccccc1)[C@H](CO)N2CCC(F)(F)F
    -2	/	-11	0	/	-0.2	-1
31. CC(C)(C)c1nc2ccc([N+](=O)[O-])cc2[nH]1
    -4	6	-20	8	-8	0.4	1
32. Cc1ccc(S(=O)(=O)N2CCN(C(=O)c3ccc(N4CCCC4)c([N+](=O)[O-])c3)CC2)cc1
    0	-6	2	-2	/	/	-5
33. CC(C)O/N=C1\C(=O)N(c2ccccc2)c2ccccc21
    -1	-1	17	-1	0	/	2
34. NNc1nccc(Nc2ccccc2C(=O)O)n1
    4	-5	2	3	/	0.3	3
35. CC(C)NC(=O)N(C)C[C@H]1Oc2ncc(-c3ccc(C(=O)N(C)C)cc3)cc2C(=O)N([C@@H](C)CO)C[C@H]1C
    -7	1	1	-5	-5	0.4	-5
36. COc1cc2cnc(-c3ccccc3)c(-c3cccc(C(F)(F)F)c3)c2cc1OC
    2	6	-2	-11	-3	-0.3	-2
37. COc1cc(OC)c(NC(=O)C2CCN(S(=O)(=O)c3ccc4c(c3)CC(C)N4C(C)=O)CC2)cc1Cl (centres undefined)
    1	2	1	-2	0	/	-5
38. O=C(NCCc1ccc2c(c1)OCCO2)c1ccc([N+](=O)[O-])cc1Cl
    0	/	-5	0	/	2.1	-2
39. O=C(OCc1c(F)cccc1Cl)c1cnc(Cl)c(Cl)c1
    -2	-4	2	-3	30	-0.1	-2
40. CC(C)(C)n1nnnc1SCC(=O)Nc1nn(-c2ccccc2)nc1C(N)=O
    2	3	0	1	20	4.4	-5
41. CN1CCN(c2ccccc2/C=N/NC(=O)c2cccnc2)CC1
    4	/	5	-2	/	/	-5
42. CC1CCCN(Cc2nc3c(c(=O)n(C)c(=O)n3C)n2CC(=O)c2ccccc2)C1 (centres undefined)
    -1	-6	-3	-3	-1	0.9	0
43. CC(C)CC1c2[nH]c3ccccc3c2CCN1CCCn1cccn1 (centres undefined)
    3	/	-1	-4	/	/	5
44. CCc1ccc2oc(C(=O)Nc3ccc(S(N)(=O)=O)cc3)c(C)c2c1
    -1	-5	1	-5	2	-0.2	-1
45. CC(C)(C)c1cc(CNC(=O)C2CCC(=O)N(Cc3ccccc3F)C2)[nH]n1 (centres undefined)
    1	-3	4	12	3	-0.2	/
46. C[C@@H]1CN([C@H](C)CO)C(=O)c2cc(NC(=O)Cc3cn(C)c4ccccc34)ccc2O[C@H]1CN(C)Cc1ccc(-c2ccccc2)cc1
    11	/	-9	2	68*	0.5	6
47. C[C@H]1NC(=O)[C@@]2(C)[C@@H](c3ccccc3)[C@H]3COc4ccccc4[C@H]3N2C1=O
    3	4	-2	-5	14	/	7
48. CN(C)CC#Cc1ccc([C@H]2[C@H]3CN(C(=O)C4CCC4)CCCCN3[C@H]2CO)cc1
    5	3	0	3	-3	0.0	-3
49. Cc1cccc(-n2cnc(C(=O)O)c2)n1
    5	-2	-3	-1	-1	/	-1
50. COc1cccc(-c2cc(C(=O)Nc3cccnc3Cl)no2)c1
    -2	5	-1	4	-40	/	-1
51. O=C(Nc1ccc(F)cc1)N[C@H]1CC[C@H](CCn2cc(-c3ccc(F)cc3)nn2)O[C@H]1CO
    5	0	9	-10	3	-0.3	-1
52. COc1ccccc1-c1cn(CC[C@@H]2CC[C@H](NC(=O)c3cnccn3)[C@@H](CO)O2)nn1
    3	5	-27	0	6	-0.1	-4
53. COc1ccc(-c2cc(=O)oc3c(O)c(O)ccc23)cc1
    -1	2	-3	2	-12	0.9	-1
54. COc1ccccc1N1CCN(C(=O)C2CCN(S(=O)(=O)c3ccc4c(c3)CC(C)N4C(C)=O)CC2)CC1 (centres undefined)
    7	-2	0	11	-8	/	0
55. CCN(C(=O)CSc1nnc(-c2ccc(F)cc2)n1C)C1CCS(=O)(=O)C1 (centres undefined)
    5	2	11	-7	4	0.5	/
56. C=CCNc1oc(-c2ccc(OCC)cc2)nc1C#N
    -2	-1	-2	-4	-1	/	-1
57. CCc1ccc2[nH]c(C)c(CN3CCCCCC3)c(=O)c2c1
    6	-4	-3	5	2	/	-2
58. O=C(C1CCC1)N1CC2(C1)[C@H](c1ccccc1)[C@@H](CO)N2CCC(F)(F)F
    1	/	24	9	/	0.0	-2
59. CCN(C(=O)Cn1cc(C(=O)C(=O)N2CCOCC2)c2ccccc21)c1ccccc1
    3	2	1	3	8	-0.2	1
60. C=CCOc1ccc(-c2nc3c(c(=O)[nH]c(=O)n3CCC)n2CCCC)cc1
    0	-1	-1	9	-6	-0.3	-8
61. CN(C)c1ccc(CNn2cnnc2SCc2ccccc2F)cc1
    -3	0	-5	-2	-41	/	2
62. COc1ccccc1-c1ccc2c(c1)O[C@@H](CN(C)C(=O)c1ccccc1)[C@H](C)CN([C@H](C)CO)S2(=O)=O
    1	4	-28	0	-91	-0.4	-5
63. Fc1ccc(F)c(CNc2ncnc3cc(Cl)ccc23)c1
    -8	-1	1	8	-16	0.0	-2
64. COCCN1C(=O)CCC1(C)C(=O)NC1CCCC1 (centres undefined)
    3	3	-18	12	0	0.1	-1
65. Cc1cc(C)n(-c2ccc(C(=O)N3CCN(S(=O)(=O)c4ccc(OC(F)(F)F)cc4)CC3)cc2)n1
    -10	-1	0	-6	-2	0.0	0
66. Cn1c2ccccc2c2cc(/C=N/NC(=O)c3cc(O)cc(O)c3)ccc21
    4	4	-5	-7	-4	74*	1
67. O=C(O)c1cc(S(=O)(=O)N2CCCc3ccccc32)ccc1Cl
    3	0	-5	2	6	0.1	-5
68. COc1ccc(C2=NOC(C(=O)Nc3c(C)n(C)n(-c4ccccc4)c3=O)C2)cc1OC (centres undefined)
    12	0	0	19	-6	-0.8	-1
69. CC(=O)n1cc([C@H]2C=C(C(=O)NCc3ccccc3)O[C@@H](OCc3ccc(CO)cc3)C2)c2ccccc21
    8	6	3	-6	2	0.1	/
70. CCOC(=O)[C@]12CCCC=C1N(Cc1cccc3ccccc13)C(=O)[C@H](CC(=O)NCc1cccs1)C2
    1	/	-2	-4	/	6.0	/
71. Cc1nc2ncnn2c(C)c1CCC(=O)Nc1ccc(S(=O)(=O)N2CCCCCC2)cc1
    /	-2	/	/	-9	-1.2	/
72. Cc1cc(C)c(C(=O)CN2C(=O)NC3(CCCCC3)C2=O)cc1C
    -5	-1	4	-2	/	0.8	-1
73. CC(O)CNCCNCc1cccs1 (centres undefined)
    3	-2	-3	3	/	-0.2	1
